D1 antagonist – antagonists of human D1 dopamine receptor | HEK293 TREx D1 cells, calcium flux, dopamine EC80; stronger effect = lower value | activity change, negative = inhibition, % at 10 µM | 360,000 tested, 3.2% active; in the data active means activity change below about -30%; further: on the % scale 0 is the no-effect control and ±100 the full control effect
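Tetracycline-induced HEK293 Trex D1 cells, force-coupled to calcium, dye-loaded; compounds added and read 180 s, then EC80 dopamine added and calcium flux tracked kinetically another 180 s.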
RXFP1 agonist – agonists of human relaxin receptor RXFP1; Q9HBX9; HEK293T-RXFP1 cAMP TR-FRET, 30 min; response scale: percent of porcine relaxin response, buffer zero; Potency, µM (highest dose often 57.5 µM), for inactives: at the highest dose activation, actives largely listed as activators; 370,000 tested, 0.3% active; AID 2676; further: potency means the concentration at half of the fitted maximal effect; on the % scale 0 is the no-effect control and ±100 the full control effect; nearly all actives have a fitted effect of over 60% in size; many of its hits are not listed in these tables
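Agonist response is measured as cAMP accumulation in an RXFP1-transfected HEK293T line under PDE4 inhibition. Values are scaled between buffer-only and 29 nM porcine relaxin, and EC50s come from standard Hill equation fits.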
Apoferritin bind – binds horse apoferritin like a general anesthetic; 350,000 tested, 0.074% active; AID 485281; Potency, µM (highest dose often 77.5 µM), without a hit: top-dose activity change, negative = displacement, most hits filed as inhibitors; apoferritin/1-aminoanthracene competitive binding, fluorescence; further: potency means the concentration at half of the fitted maximal effect; on the % scale 0 is the no-effect control and ±100 the full control effect; nearly all actives have a fitted effect of over 20% in size
Target sequence (P02791 2-175 limits assumed): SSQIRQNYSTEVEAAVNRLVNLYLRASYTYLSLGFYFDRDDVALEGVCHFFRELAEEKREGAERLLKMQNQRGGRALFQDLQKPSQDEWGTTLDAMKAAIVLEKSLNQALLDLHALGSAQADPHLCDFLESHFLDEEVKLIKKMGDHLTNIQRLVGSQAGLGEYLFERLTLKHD
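Probe: 1-aminoanthracene (50% saturated, PBS). Protein: horse-spleen apoferritin, 10 uM. Incubation: 10 min, room temperature. Detection: 380 nm excitation, 535 nm emission. Analysis: normalized response, four-parameter Hill.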
TRHR PAM – TRH receptor (human) allosteric enhancement; P34981; TRHR cells, fluo-8 calcium fluorescence, EC20 TRH enhancement; enhancement, % at 2 µM; 360,000 tested, 0.66% active; AID 493056; in the data active means enhancement above about 30%; further: 0% is about no effect
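Enhancer read-out: after compound pinning and an initial kinetic agonist-mode read, an EC20 of TRH (10 nM final) was injected and fluo-8 calcium signal (Ex 480/Em 530) followed at 1 s/cycle for 100 cycles in TRHR-expressing cells.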
RXFP1 antagonist – RXFP1 (human) relaxin receptor antagonism; Q9HBX9; HEK293-RXFP1, relaxin-stimulated cAMP HTRF, 30 min; stronger effect = lower value; activity change, negative = inhibition, % at 57.5 µM; 350,000 tested, 0.59% active;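 active means activity change of -60% or lower, but not beyond a set lower limit; inconclusive means change between -60% and -40%, or beyond the set limit; inactive means change above -40%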; further: on the % scale 0 is the no-effect control and ±100 the full control effect
D2 potentiator – positively modulates the human D2 dopamine receptor allosterically | HEK293 T-REx D2, calcium flux, EC20 dopamine potentiation | P14416 | AID 485347 | 340,000 tested, 0.34% active | potentiation, % at 10 µM;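 active means potentiation over 3 SD above the plate norm, cut at about 30% in these data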; further: 0% is about no effect
Target sequence (P14416 whole entry, looked up): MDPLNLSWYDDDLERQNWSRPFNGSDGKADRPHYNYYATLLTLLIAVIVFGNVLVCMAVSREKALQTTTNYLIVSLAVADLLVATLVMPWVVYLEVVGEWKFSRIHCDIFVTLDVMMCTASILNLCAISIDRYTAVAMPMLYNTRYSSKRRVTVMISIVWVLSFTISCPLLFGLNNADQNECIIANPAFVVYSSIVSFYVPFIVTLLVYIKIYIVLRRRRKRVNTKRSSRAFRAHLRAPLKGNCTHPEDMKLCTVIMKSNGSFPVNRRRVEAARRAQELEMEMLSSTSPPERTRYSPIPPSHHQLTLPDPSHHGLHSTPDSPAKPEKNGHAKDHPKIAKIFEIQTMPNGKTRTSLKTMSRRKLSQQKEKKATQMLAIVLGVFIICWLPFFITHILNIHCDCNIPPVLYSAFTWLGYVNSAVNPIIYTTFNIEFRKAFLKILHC
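Calcium flux readout, no-wash dye, 1 read/s. Inducible HEK293 Trex D2 line, overnight 30 C. Compound alone 180 s (agonist flags), then EC20 dopamine, another 180 s to score potentiation.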
D1 PAM – enhances dopamine response at the human D1 receptor; P21728; HEK293 TREx D1 cells, calcium flux, dopamine EC20 potentiation; potentiation, % at 10 µM; 360,000 tested, 0.036% active; in the data active means potentiation above about 30%; further: 0% is about no effect
D1 agonist – human D1 receptor agonism; 360,000 tested, 1% active; activation, % at 2 µM; HEK293 T-REx D1 cells, calcium flux, agonist mode; AID 504660; P21728; in the data active means activation above about 30%; further: 0% is about no effect
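Tetracycline-induced HEK293 TREx D1 cells, force-coupled to calcium signalling, were dye-loaded with a no-wash calcium kit. Compound was pin-added after a 10 s baseline. Fluorescence was read kinetically at 1 cycle/s for 180 s, with calcium rises flagged as agonism.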
TRHR agonist – agonists of human TRH receptor; P34981; TRHR cells, calcium flux fluo-8, FDSS agonist mode; activation, % at 2 µM; 360,000 tested, 0.18% active; in the data active means activation above about 30%; further: 0% is about no effect
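Read-out: compound-evoked intracellular calcium rise in TRHR cells, fluo-8 dye, kinetic FDSS fluorescence at 1 s/cycle following a 10-cycle baseline. Cells cultured overnight before dye loading (30 min–1.5 h, RT).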
* hit, by the source's call; ? = inconclusive; . = no result given; [ ] = dose if it differs, or a comment. Unless noted, the call rests on the fitted dose curve; in most records, active means well fitted curve in the direction sought with a large enough effect; inconclusive means small, poorly fitted or top-dose-only effect, or another doubt; inactive means no such curve, though single readings can be large; an effect the other way counts as inactive or inconclusive. These rows are one share of the data. The share of hits here may be higher or lower than overall.

Abbreviations – A = D1 antagonist; B = RXFP1 agonist; C = Apoferritin bind; D = TRHR PAM; E = RXFP1 antagonist; F = D2 potentiator; G = D1 PAM; H = D1 agonist; I = TRHR agonist
CC(C)CCNC(=O)C(=O)Nc1cc2c3c(c1)CC(=O)N3CCC2
  A: -24; B: 0.7%; C: 0%; D: -4; E: -25; F: -6; G: -8; H: 0; I: -0.2

O=C(NC1CC(=O)N(c2ccc(F)cc2)C1)C(=O)c1c[nH]c2ccccc12 (centres undefined)
  A: -15; B: 0.2%; C: .; D: -1; E: -9; F: -2; G: -2; H: -1; I: -0.1

Cc1c(NC(=O)CSc2n[nH]c(=O)n2-c2ccccc2)c(=O)n(-c2ccccc2)n1C
  A: -9; B: 0.3%; C: -1%; D: -1; E: -8; F: -13; G: 6; H: 3; I: 0.0

O=C(c1cccc(Cl)c1)n1nc(-c2cccnc2)nc1NCc1ccccc1
  A: 2; B: 0.6%; C: 6%; D: 4; E: -6; F: 1; G: -1; H: -2; I: -0.3

COCCN(CCOC)c1nc(-c2ccc(Cl)cc2)nc2ccccc12
  A: 29; B: -0.4%; C: -5%; D: 2; E: -7; F: 1; G: 1; H: 9; I: 0.9

O=C(CCc1ccccn1)NC1CCCc2c1cnn2-c1ccc(F)cc1F (centres undefined)
  A: -16; B: -0.4%; C: -7%; D: -3; E: -3; F: -6; G: -2; H: 1; I: -0.8

Cc1nn(-c2ccccc2)c2c1cc1c(=O)[nH]c(=O)nc-1n2-c1cccc(Cl)c1
  A: -4; B: 6.7%; C: 76%[activator]; D: -5; E: .; F: 0; G: 0; H: 0; I: 2.1

Clc1cccc(OCCN2CCNCC2)c1
  A: -3; B: 2.3%; C: -8%; D: 13; E: -9; F: -5; G: 2; H: 2; I: 0.0

COc1ccc(-c2nnc(Nc3nc4c(OC)cccc4s3)o2)cc1
  A: 13; B: 2.2%; C: -9%; D: -11; E: -2; F: 13; G: -4; H: 1; I: 0.1

C/C(CC(=O)NC12CC3CC(CC(C3)C1)C2)=N\NC(=O)Cc1cccs1
  A: 13; B: -1.9%; C: ?; D: -4; E: -4; F: 0; G: -6; H: 0; I: 0.5

Cc1ccccc1-c1nc(SCC(=O)NCc2ccc(F)cc2)c2c(=O)n(C)c(=O)n(C)c2n1
  A: 1; B: -0.7%; C: 0%; D: 2; E: -2; F: 12; G: 0; H: 2; I: 0.4

COc1cccc(OCc2nc3ccccc3n2CCOc2ccc(C)cc2)c1
  A: -8; B: -0.2%; C: 47%[activator]; D: 16; E: -25; F: 3; G: -3; H: 30; I: 3.9

COc1ccc(Cl)cc1NS(=O)(=O)c1cccc(C(=O)NCC(C)(C)N2CCOCC2)c1
  A: -11; B: -0.1%; C: .; D: 3; E: -9; F: -15; G: -2; H: 2; I: -0.1

COc1ccc2oc(C(=O)OC(C)C(=O)N(C)c3ccccc3)c(C)c2c1 (centres undefined)
  A: -7; B: 0.0%; C: .; D: 5; E: -25; F: -6; G: -5; H: 10; I: 0.1

CCOC(=O)C1CCN(C(=O)CN(c2ccc(OC)cc2)S(=O)(=O)c2c(C)nn(C)c2C)CC1
  A: 9; B: -0.4%; C: -8%; D: 1; E: 2; F: 5; G: -4; H: 1; I: -0.1

4 entries from above, as labelled records:
O=C(c1cccc(Cl)c1)n1nc(-c2cccnc2)nc1NCc1ccccc1
  D1 antagonist: 2; RXFP1 agonist: 0.6%; Apoferritin bind: 6%; TRHR PAM: 4; RXFP1 antagonist: -6; D2 potentiator: 1; D1 PAM: -1; D1 agonist: -2; TRHR agonist: -0.3

Cc1c(NC(=O)CSc2n[nH]c(=O)n2-c2ccccc2)c(=O)n(-c2ccccc2)n1C
  D1 antagonist: -9; RXFP1 agonist: 0.3%; Apoferritin bind: -1%; TRHR PAM: -1; RXFP1 antagonist: -8; D2 potentiator: -13; D1 PAM: 6; D1 agonist: 3; TRHR agonist: 0.0

COc1ccc(-c2nnc(Nc3nc4c(OC)cccc4s3)o2)cc1
  D1 antagonist: 13; RXFP1 agonist: 2.2%; Apoferritin bind: -9%; TRHR PAM: -11; RXFP1 antagonist: -2; D2 potentiator: 13; D1 PAM: -4; D1 agonist: 1; TRHR agonist: 0.1

COCCN(CCOC)c1nc(-c2ccc(Cl)cc2)nc2ccccc12
  D1 antagonist: 29; RXFP1 agonist: -0.4%; Apoferritin bind: -5%; TRHR PAM: 2; RXFP1 antagonist: -7; D2 potentiator: 1; D1 PAM: 1; D1 agonist: 9; TRHR agonist: 0.9

(further entries)
Abbreviations – A = D1 antagonist; B = RXFP1 agonist; C = Apoferritin bind; D = TRHR PAM; E = RXFP1 antagonist; F = D2 potentiator; G = D1 PAM; H = D1 agonist; I = TRHR agonist
CCN1C(=O)CC(NNC(=O)c2ccccc2)C1=O (centres undefined)
  A: -3; B: 1.9%; C: -2%; D: 0; E: 7; F: -2; G: -6; H: 2; I: 0.9

Nc1c(-c2ccc(Cl)cc2)cnn1-c1cccc(C(F)(F)F)c1
  A: 7; B: 3.1%; C: -13%; D: 1; E: -11; F: -9; G: -5; H: 1; I: 0.9

CCOC(=O)c1ccccc1NC(=O)c1sc2nc3n(c(=O)c2c1C)CCCC3
  A: -3; B: 0.1%; C: 475%[activator]; D: -5; E: -6; F: 7; G: 3; H: 3; I: 0.0

O=C(Nc1ccc(S(=O)(=O)Nc2ncccn2)cc1)c1nn(Cc2ccccc2)c(=O)c2ccccc12
  A: 6; B: -1.2%; C: 6%; D: -14; E: -5; F: 5; G: -3; H: 1; I: -0.5

CC1=C(C(=O)Nc2ccc(Cl)cc2)C(c2ccco2)NC(=O)N1 (centres undefined)
  A: 2; B: 1.2%; C: -15%; D: 6; E: -9; F: -12; G: 0; H: 7; I: 0.3

COc1ccc(C(=O)n2nc(N)c3cc4ccc(C)cc4nc32)cc1OC
  A: -21; B: 1.9%; C: -2%; D: -1; E: -9; F: 1; G: -4; H: -1; I: 0.1

Cc1cc(C)n(-c2nc(C)c(C)c(=O)n2CC(=O)Nc2ccc(OC(F)(F)F)cc2)n1
  A: .; B: 0.8%; C: 1%; D: -16; E: -1; F: -4; G: 1; H: 1; I: 0.1

CC(C)=CC(=O)Nc1ccc(S(=O)(=O)Nc2ccccn2)cc1
  A: 10; B: -1.3%; C: -9%; D: 37*; E: 9; F: -11; G: -14; H: 0; I: 0.3

Cc1cccc(CCNC(=O)c2oc3c(C)c(C)ccc3c2C)n1
  A: 4; B: 0.0%; C: -6%; D: -7; E: 7; F: -7; G: -4; H: 1; I: 0.1

CCSc1sccc1C1C(C#N)=C(N)N(c2cccnc2)C2=C1C(=O)CCC2 (centres undefined)
  A: 5; B: 0.2%; C: -13%; D: -6; E: 5; F: 9; G: -2; H: 8; I: 0.5

CC1CCN(CC(=O)N(C)c2c(N)n(Cc3ccccc3)c(=O)[nH]c2=O)CC1
  A: -5; B: 0.9%; C: .; D: 8; E: -4; F: 4; G: -5; H: -1; I: -0.3

COc1ccccc1OCCC(=O)OCC(=O)Nc1ncc(Cl)cc1Cl
  A: 1; B: 0.4%; C: -22%; D: -3; E: -15; F: -3; G: -5; H: 1; I: -0.5

Sorted by number of heavy atoms (falling): 3 of the compounds above.
Abbreviations – A = D1 antagonist; B = RXFP1 agonist; C = Apoferritin bind; D = TRHR PAM; E = RXFP1 antagonist; F = D2 potentiator; G = D1 PAM; H = D1 agonist; I = TRHR agonist
O=C(Nc1ccc(S(=O)(=O)Nc2ncccn2)cc1)c1nn(Cc2ccccc2)c(=O)c2ccccc12
  A: 6; B: -1.2%; C: 6%; D: -14; E: -5; F: 5; G: -3; H: 1; I: -0.5

CC1CCN(CC(=O)N(C)c2c(N)n(Cc3ccccc3)c(=O)[nH]c2=O)CC1
  A: -5; B: 0.9%; C: .; D: 8; E: -4; F: 4; G: -5; H: -1; I: -0.3

CC(C)=CC(=O)Nc1ccc(S(=O)(=O)Nc2ccccn2)cc1
  A: 10; B: -1.3%; C: -9%; D: 37*; E: 9; F: -11; G: -14; H: 0; I: 0.3

Looked up one by one from above:
Abbreviations – A = D1 antagonist; B = RXFP1 agonist; C = Apoferritin bind; D = TRHR PAM; E = RXFP1 antagonist; F = D2 potentiator; G = D1 PAM; H = D1 agonist; I = TRHR agonist
Cc1cc(C)n(-c2nc(C)c(C)c(=O)n2CC(=O)Nc2ccc(OC(F)(F)F)cc2)n1
  A: .; B: 0.8%; C: 1%; D: -16; E: -1; F: -4; G: 1; H: 1; I: 0.1

CCOC(=O)c1ccccc1NC(=O)c1sc2nc3n(c(=O)c2c1C)CCCC3
  A: -3; B: 0.1%; C: 475%[activator]; D: -5; E: -6; F: 7; G: 3; H: 3; I: 0.0

Assay outcomes (PubChem BioAssay)
